EphA4 KYL inhibition – EphA4 ligand-binding antagonists – biochemical, colorimetric, mouse EphA4, primary screen (AID 689) | EphA4-AP binding to KYL peptide, pNPP A405; higher % means a stronger effect | one-dose inhibition, % at 10 µM; IC50 in µM for titrated hits | actives 0.1% (n = 62,000); in the data active = a potency from the dose series; inactive = the rest, 99 in 100 with inhibition below about 22%
An asterisk follows results filed as active; & = joins results of further samples.

EphA4 KYL inhibition,Molecule
-11%,COc1ccccc1C(c1nnnn1C(C)(C)C)N1CCCCCC1 (centres undefined)
0%,COCCOC(=O)c1c(C)oc2ccc(OCc3cccc(Cl)c3)cc12
-6%,Cc1ccccc1Cn1nc(C)c(NC(=O)c2sc3ccccc3c2Cl)c1C
-7%,CC(=O)Nc1ccc(C(=O)CSc2nnnn2C(C)C)cc1
-16%,COC(=O)c1cc(NCc2ccccc2F)ccc1N1CCOCC1
-17%,COc1ccc(Cl)cc1C(=O)NCc1cn(C)nc1C
-4%,Cn1c(=O)oc2cc(S(=O)(=O)N3CCCC3)ccc21
-12%,COc1cccc(/C=C2/C(=O)NN(c3ccc(C)cc3)C2=O)c1O
0%,O=C(NC1(C(F)(F)F)C(=O)Nc2c1c(=O)[nH]c(=O)n2-c1ccccc1)c1cccnc1 (centres undefined)
15%,Cc1ccc(OCCC(=O)OCC(=O)Nc2ccc(Cl)cn2)cc1
-7%,CCCC(=O)Nc1cccc(C(=O)Nc2nccs2)c1
-4%,CC1(C)CN(c2ccccc2)N(C(=O)c2ccc(C#N)cc2)C1=O
6%,COc1ccc(NS(=O)(=O)c2ccc(OC)c3ccccc23)cn1
-17%,COc1cc(C(C)=O)ccc1OCC(O)CNCC1(N2CCCCC2)CCCCC1 (centres undefined)
3%,O=S(=O)(Nc1cccnc1)c1cccs1
-5%&-8%,Fc1ccc(SCCc2ccncc2)cc1
-3%,COc1cc(C)ccc1OCCOCCOc1ccccc1Br
-7%,CCCOc1ccc(C(=O)N2CCCC2C(=O)O)cc1 (centres undefined)
13%,NCC12CC3CC(C1)CC(CN)(C3)C2
-1%,O=C(NNc1c2ccccc2nc2ccccc12)c1ccc(O)cc1O
-5%,CS(=O)(=O)Nc1ccc(C(=O)N2CCN(c3ccccc3)CC2)cc1
-6%,Cc1cc(C)cc(NC(=O)CN(c2ccc(Cl)cc2)S(C)(=O)=O)c1
2%,Cc1cc(=O)n2[nH]c(-c3ccccc3Cl)cc2n1
-11%,CC1=C(C(=O)OCc2ccccc2)C(c2ccccc2OC(F)F)NC(=O)N1 (centres undefined)
17%,CCCCOC(=O)CCN1C(=O)/C(=C/c2ccc3c(c2)OCO3)SC1=S
6%,COc1ccc(NC(C)=O)cc1NC(=O)CSc1nnc(-c2ccc(F)cc2)n1N
-2%,O=S(=O)(c1cccc(-c2csc(-c3ccccc3)n2)c1)N1CCOCC1
-15%,CC(=O)Nc1ccc(S(=O)(=O)Nc2ccc(N3CCOCC3)c(F)c2)cc1
-15%,O=C(CCCn1c(=S)[nH]c2cc3c(cc2c1=O)OCO3)N1CCc2ccccc2C1
-10%,CC1=NN(S(=O)(=O)c2ccc(F)cc2)C(=O)c2ccccc2O1
-2%,COc1ccc(-c2nc(-c3ccc(O)cc3)[nH]c2-c2ccc(OC)cc2)cc1
-4%,COc1ccc(C2Nc3ccccc3C(=O)N2Cc2ccccc2)cc1 (centres undefined)

The final 2 records of the part above open the next one:
EphA4 KYL inhibition,Molecule
-2%,COc1ccc(-c2nc(-c3ccc(O)cc3)[nH]c2-c2ccc(OC)cc2)cc1
-4%,COc1ccc(C2Nc3ccccc3C(=O)N2Cc2ccccc2)cc1 (centres undefined)
0%,CC(=O)Oc1cccc2ccc(=O)[nH]c12
-1%,O=[N+]([O-])c1ccc2c(c1)S(=O)(=O)NC2=NCc1ccccc1
-11%,CCOC(=O)CSc1nc2ccc(N3CCOCC3)cc2c(=O)n1Cc1ccccc1
-5%,CCCn1c(N2CCN(CC(=O)c3c(C)n(C)c4ccc(OC)cc34)CC2)nc2c1c(=O)[nH]c(=O)n2C
-10%,CC(C)(C)c1ccc(NC(=O)NCc2ccco2)cc1
-17%,CCCC(=O)c1cn(CC(=O)OC)c2ccccc12
-8%,Cc1ccc(Cl)c(OCCCCN(C)Cc2ccccc2)c1
-3%&-16%,COc1ccc(C2Nc3ccccc3C(=O)N2Cc2ccccc2)cc1CSc1ccccn1 (centres undefined)
14%,CC(=O)C(C(C)=O)C1c2ccccc2Oc2ccc(Cl)cc21 (centres undefined)
-6%,CCCCc1cc(=O)oc2cc(OCC(=O)N(CC)CC)ccc12
2%,COc1ccc(NC(=O)c2cc(-c3cccnc3)nc3ccc(C)cc23)cc1OC
-5%,CCCCNC(=O)CCCCCn1c(=O)[nH]c2cc(OC)c(OC)cc2c1=O
-2%,CC(C)C(=O)Nc1ccc(NC(=O)c2cccc(F)c2)cn1
-5%,c1ccc(N(c2ccccc2)c2nc(-n3cnc4ccccc43)nc(-n3cnc4ccccc43)n2)cc1
3%,O=C(CSc1nsc(SCC(=O)Nc2ccc(Cl)c(Cl)c2)n1)Nc1ccc(Cl)c(Cl)c1
-8%,Cn1c(Cc2ccccc2)nnc1SCC(=O)Nc1ccc2c(c1)OCCO2
-12%,CCOc1ccc(C(C(=O)Nc2ccc(F)cc2)N(C(=O)Cn2nnc3ccccc32)C2CC2)cc1 (centres undefined)
-2%,O=C(CN1CC(c2ccccc2)CC1=O)OCc1cccc(Br)c1 (centres undefined)
-8%,c1ccc2c(c1)CCCN2Cc1nnc2n1CCCCC2
-8%,CN(C)c1ccc(C2C3C(=O)N(c4ccc(C(=O)O)cc4)C(=O)C3ON2c2ccccc2)cc1 (centres undefined)
3%,O=C1NN(c2ccccc2)C(=O)/C1=C/c1ccc(-c2ccc(C(=O)O)cc2)o1
0%,Cc1ccc(C(=O)Nc2ccccc2NC(=O)c2ccc(C)o2)o1
-7%,COc1cccc(CN2C(=O)CN(C3CCCCC3)C(=O)C2c2ccc(F)cc2)c1 (centres undefined)
6%,CC(=O)c1cc(CC=C(C)C)c(O)c(CC=C(C)C)c1O
-6%,Cc1nc2ccccc2n1CCC(=O)O
-2%,CCOC(=O)c1c(C)oc2ccc(OC(=O)c3ccccc3C)cc12
-4%,CC1CCN(c2nc3c(c(=O)[nH]c(=O)n3C)n2Cc2ccccc2)CC1
6%,COc1cccc(C2C(C(=O)c3sc(C)nc3C)=C(O)C(=O)N2CCN2CCOCC2)c1 (centres undefined)
-3%,CCOc1ccccc1N(CC(=O)Nc1ccc2c(c1)OCO2)S(C)(=O)=O
2%,CC(=O)Nc1ccc(-c2nnc(SCC(=O)Nc3ccc4c(c3)oc3ccccc34)n2C)cc1
2%,O=C(CCN1C(=O)c2ccccc2C1=O)NCc1ccccn1
2%,Cc1ccc(NC2c3ncccc3C(=O)N2c2ccccc2C)cc1C (centres undefined)
-2%,O=C(NCC1CCCO1)c1coc2nc3ccccc3nc12 (centres undefined)
0%,Cc1cc(=O)oc2cc(OCC(=O)NCc3cccnc3)ccc12
-23%,C/C(=C/C(=O)NCc1ccccc1)C(=O)O
-5%,Cc1ccc(S(=O)(=O)N2CCN(C(=O)CSc3nc4ccccc4o3)C2)cc1
5%,CCOCCOC(=O)C1=C(C)N(C)C(=O)NC1c1ccccc1F (centres undefined)
-8%,O=C1CC(C(=O)N(c2cccc(F)c2)C(C(=O)NC2CCCC2)c2ccccn2)CS1 (centres undefined)
-8%,Fc1ccc2[nH]c3c(NCCN4CCOCC4)ncnc3c2c1
-15%,CCOc1ccccc1OCCOc1ccc(F)cc1
-7%,COc1cc2c(C(=O)N3CCN(c4cccc(Cl)c4)CC3)cn(CC(C)C)c(=O)c2cc1OC
-2%,COc1ccc(-c2cc(C(=O)NC3CCCC3)no2)cc1OC
-8%,Cc1cnc(C(=O)Nc2cccc3cccnc23)cn1
-4%,Cc1ccc(Cl)cc1NC1=C/C(=N\S(=O)(=O)c2cccs2)c2ccccc2C1=O
-4%,CCCCNC(=O)c1onc(CSc2cccc(Cl)c2)c1C(=O)O
-8%,O=C(Nc1ccc2c(c1)OCO2)c1c(Cl)nc2sccn12
5%,C(=N\n1cnnc1)/c1ccc2ncccc2c1
-44%,CCC(=O)Nc1nc2cc(OC)ccc2s1
3%,Cc1ccc(C(=O)N2CCN(Cc3ccccc3)CC2)cc1
-2%,CCOC(=O)c1sc(NC(=O)c2cc(-c3ccccc3)nc3ccccc23)c(C#N)c1C
-6%,O=C(NO)c1ccc(OC(F)F)cc1
-13%,CCCCNC(=O)c1cc2c(-c3ccc(Cl)cc3)nn(C)c2s1
-23%,Cc1ccc(OCC(=O)OC2CCS(=O)(=O)C2)cc1 (centres undefined)
-15%,CC1(C)OC2OC(C(=O)Nc3ccccc3)C3OC(C)(C)OC3C2O1 (centres undefined)
-7%,C=CCOc1ccc(/C(O)=C2\C(=O)C(=O)N(CCCOC)C2c2ccc(O)c(OC)c2)cc1 (centres undefined)
-2%,Cc1c(C(=O)NCC2CCCO2)oc2ccc(S(=O)(=O)N3CC(C)CC(C)C3)cc12 (centres undefined)

Further entries.
EphA4 KYL inhibition,Molecule
-9%,CCOc1cc2[nH]c(=S)n(CCc3ccc(OC)c(OC)c3)c(=O)c2cc1OCC
-1%,COc1cc2cc(CN(CCO)S(=O)(=O)c3ccccc3Cl)c(=O)[nH]c2cc1OC
-2%,Cc1nnc(SCc2ccc(Cl)cc2)n1CC1CCCO1 (centres undefined)
-7%,O=C(Nc1cn(-c2ccccc2)nc1-c1cccs1)c1ccco1
-9%,COc1c(Cl)cc(C(=O)N2CCN(c3ccc([N+](=O)[O-])c(NC4CC4)c3)CC2)cc1Cl
6%,C=CCn1c(NC(=O)c2ccc(C)cc2)c(C#N)sc1=N
-10%&-4%,CSc1nsc(SC)c1NC(=O)OCc1ccccc1
-3%,CC1(C)C(c2cccs2)=[N+]([O-])C2(CCCCC/C2=N\NC(N)=S)N1O (centres undefined)
-14%,CC(C)(C)C(=O)N(CCN(C(=O)C(C)(C)C)c1ccccc1)c1ccccc1
7%,C=C(C)COc1ccc2cc(-c3nc4ccccc4s3)c(=O)oc2c1
39%,C/C(O)=c1/ccc2cccc3nc(C)nc1c23
0%,C=CCOc1c(Br)cc(C2C(C(=O)OC)=C(C)NC3=C2C(=O)c2ccccc23)cc1OC (centres undefined)
-9%,O=C(CSc1nc(O)c(Cc2ccccc2F)c(=O)[nH]1)N1CCCCCC1
16%,COc1ccc(NC(=O)c2ccc(Br)o2)cc1Cl
-10%,O=C(NCC1CCCO1)C1CCC(=O)N1Cc1ccc(F)cc1 (centres undefined)
-3%,O=C(CN1C(=O)CC(c2ccccc2)=Nc2ccccc21)NC1CCCCC1
2%,CC(CNC(=O)C1CCCCC1)NC(=O)C1CCCCC1 (centres undefined)
-7%,COc1ccc(Cn2c(CCCO)nc3ccccc32)cc1OC
-11%,O=C(Nc1ccc(NC(=S)NC(=O)c2ccco2)cc1)c1cccc(Cl)c1
-3%,CCCCN(C(=O)Cn1nnc2ccccc21)C(C(=O)NCCOC)c1ccc(OC)cc1 (centres undefined)
2%,N#CCSc1nc2c(c(=O)n1Cc1ccco1)C1(CCCC1)Cc1ccccc1-2
-6%,O=C(CCCN1C(=O)/C(=C\c2cccc(Br)c2)SC1=S)Nc1ccc(F)cc1
-12%,CCOc1ccc(C(=O)Nc2ccc(NC(=O)c3ccco3)c(Cl)c2)cc1Cl
-10%,COCCNC(=O)COC(=O)/C=C/c1c(C)nn(Cc2ccc(Cl)cc2Cl)c1Cl
-7%,COc1ccc(-c2oc(/N=C/N3CCOCC3)c(C#N)c2-c2ccc(OC)cc2)cc1
0%,Oc1ccc(-c2nc3ccccn3c2NCc2ccc3c(c2)OCO3)cc1
-8%,O=C(Cn1c(C(F)(F)F)nc2ccccc21)c1ccccc1
12%,O=C1NN(c2ccccc2)C(=O)/C1=C/c1ccc(OCCOc2ccccc2)cc1
-1%,CC1CC(C)CN(C(=O)COC(=O)c2cc3ccccc3cc2O)C1 (centres undefined)
-3%,O=C(Nc1ccc(/C=C/c2nc3ccccc3o2)cc1)c1cccc(C(F)(F)F)c1
-17%,Cc1ccc(C)c(NC(=S)NNC(=O)c2ccc(Br)o2)c1
-12%,CCCCN(CCCC)C(=S)N/N=C/c1c(C)[nH]n(-c2ccccc2)c1=O

Part of the list above in order of formula weight, lowest first:
EphA4 KYL inhibition,Molecule
-6%,O=C(NO)c1ccc(OC(F)F)cc1
-15%,CCOc1ccccc1OCCOc1ccc(F)cc1
6%,CC(=O)c1cc(CC=C(C)C)c(O)c(CC=C(C)C)c1O
-17%,COc1ccc(Cl)cc1C(=O)NCc1cn(C)nc1C
-1%,O=[N+]([O-])c1ccc2c(c1)S(=O)(=O)NC2=NCc1ccccc1
-7%,CC(=O)Nc1ccc(C(=O)CSc2nnnn2C(C)C)cc1
-6%,CCCCc1cc(=O)oc2cc(OCC(=O)N(CC)CC)ccc12
-1%,CC1CC(C)CN(C(=O)COC(=O)c2cc3ccccc3cc2O)C1 (centres undefined)
-11%,COc1ccccc1C(c1nnnn1C(C)(C)C)N1CCCCCC1 (centres undefined)
-4%,COc1ccc(C2Nc3ccccc3C(=O)N2Cc2ccccc2)cc1 (centres undefined)
-13%,CCCCNC(=O)c1cc2c(-c3ccc(Cl)cc3)nn(C)c2s1
15%,Cc1ccc(OCCC(=O)OCC(=O)Nc2ccc(Cl)cn2)cc1
0%,Oc1ccc(-c2nc3ccccn3c2NCc2ccc3c(c2)OCO3)cc1
-6%,Cc1cc(C)cc(NC(=O)CN(c2ccc(Cl)cc2)S(C)(=O)=O)c1
3%,O=C1NN(c2ccccc2)C(=O)/C1=C/c1ccc(-c2ccc(C(=O)O)cc2)o1
-8%,Cn1c(Cc2ccccc2)nnc1SCC(=O)Nc1ccc2c(c1)OCCO2
-7%,COc1cccc(CN2C(=O)CN(C3CCCCC3)C(=O)C2c2ccc(F)cc2)c1 (centres undefined)
-7%,COc1ccc(-c2oc(/N=C/N3CCOCC3)c(C#N)c2-c2ccc(OC)cc2)cc1
-5%,Cc1ccc(S(=O)(=O)N2CCN(C(=O)CSc3nc4ccccc4o3)C2)cc1
-12%,CCOc1ccc(C(=O)Nc2ccc(NC(=O)c3ccco3)c(Cl)c2)cc1Cl
-15%,O=C(CCCn1c(=S)[nH]c2cc3c(cc2c1=O)OCO3)N1CCc2ccccc2C1

More results:
EphA4 KYL inhibition,Molecule
-6%,COCCCn1c(SCC(=O)OC2CCCCC2)nnc1-c1cccs1
3%,O=C(CN1CCC(Cc2ccccc2)CC1)NC(=O)NCc1ccco1
-21%,Cc1nn(Cc2ccc(F)cc2)c(C)c1NC(=O)c1cc(-c2ccc3c(c2)OCO3)on1
-32%,COc1ccccc1NC(=O)CN(C)S(=O)(=O)c1ccc2c(c1)CCC(=O)N2
-1%,O=C(CC(=O)c1ccccc1O)c1ccc(F)cc1
0%,O=C(O)c1ccc(F)c(S(=O)(=O)Nc2ccccc2)c1
49%,COc1cccc(OCc2nnc(SCC(=O)NCc3ccco3)n2CCc2ccccc2)c1
-14%,COC(=O)c1ccc(Sc2ccc(Cl)cc2)c(N)c1

Screening data from PubChem BioAssay.

These rows are one share of the data. The share of hits here may be higher or lower than overall.
